High-throughput results from PubChem BioAssay.
sdo1 growth: compounds rescuing growth of sdo1-depleted yeast, bone marrow failure model | S. cerevisiae sdo1-depleted JHY4D growth rescue, OD600 30 h; active compounds read high; pdr5 snq2 efflux-pump mutant strain | z-score at 10 µM | 140,000 compounds, 0.21% hits;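 active = z-score above 3 at both the 24 hr and the 30 hr optical density reads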;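 also: z-score against mean and SD of all compound wells on the same plate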
INS promoter inh: TRM-6 insulin promoter activity inhibition. 130,000 compounds, 0.9% hits. TRM-6 cells (human fetal islet line), insulin promoter-eGFP reporter, imaging; reporter expression induced with tamoxifen. inhibition, % at 2 µM;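 active = inhibition above the mean plus 3 SD, with well images judged a real hit on visual review, cut at about 60% in these data, passing the limit was not always enough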
sdo1 growth Rescue 24 h: further read-out of sdo1 growth, marked with its call; z-score; S. cerevisiae sdo1-depleted JHY4D growth rescue, OD600; measured here: growth rescue at 24 h;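 0 is the plate mean of compound wells and units are plate SD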
* marks the source's active call; other numbers are inactive results; . = no result given. An excerpt; rates above refer to the full screens.

sdo1 growth,sdo1 growth Rescue 24 h,INS promoter inh,canonical_smiles
-0.05,0.74,10.3,CCN1CCN(Cc2c(C)[nH]c3ccc(OC)cc3c2=O)CC1
.,.,23.1,COc1ccc(C(=O)O)cc1N1C(=O)Nc2ccccc2N1O
-1.09,-1.11,-5.5,CCOC(=O)N1CCC(N2CCN(S(=O)(=O)c3ccc4ccccc4c3)CC2)CC1
0.16,-0.28,-6.2,Cc1nn2c(=O)c(NC(=O)c3ccc(F)cc3)cnc2s1
1.17,-0.22,37.5,COC(=O)N1CCN(c2ccc(OC)cc2)CC1
0.85,0.02,0.0,O=C(Nc1ccccn1)c1cccs1
-0.76,-0.55,31.2,COc1ccc(S(=O)(=O)n2ccc(-c3cnc(-c4ccccc4)s3)n2)cc1
0.06,-0.31,.,O=C(NCC1CCCO1)C1CC(=O)N(c2ccc(F)c(Cl)c2)C1 (stereo not given)
0.25,-0.83,.,Cc1noc(C)c1S(=O)(=O)Nc1ccc(C(=O)NCc2ccccc2)cc1
0.33,2.02,.,Cc1cccc(OCC(=O)N2CCN(C(=O)CCC3CCCC3)CC2)c1
0.08,-0.42,-0.5,COC(=O)C1C(=O)C2=C(CC1C)NC(C)=C(C(=O)OC1CCCC1)C2c1ccc(N(C)C)cc1 (stereo not given)
-0.36,0.54,-21.4,CCC(O)(CC)C(=O)NN(C(=O)Nc1csc2c1CCCC2)c1ccccc1
1.03,2.09,-5.6,COCCCn1c(SCC(=O)Nc2ccccc2)nnc1-c1ccncc1
1.37,5.02,-20.7,Cc1ccc(C(=O)NC(=S)Nc2cc(-c3nc4ccccc4s3)ccc2C)cc1
-0.64,0.42,38.8,CCc1ccc2nc(N3C(=O)c4oc5ccccc5c(=O)c4C3c3ccc(OC)c(OC)c3)sc2c1 (stereo not given)
0.52,-0.03,-69.2,Cc1nnc(SCC(=O)NC2CCCCC2)n1C1CCCCC1
1.75,2.15,-35.7,CC1(C)C(c2ccc(Cl)cc2)=[N+]([O-])C2(CCCC/C2=N\O)N1O (stereo not given)
-0.65,-0.3,-32.1,Cc1ccc(CSc2nnc(-c3ccc4c(c3)OCO4)o2)cc1
0.66,-0.72,7.9,Cc1ccc(NC(=O)CCCCCC2NC(=O)NC2C)cc1 (stereo not given)
1.25,2.58,4.4,Cn1/c(=N/N=C/c2ccc(Cl)c([N+](=O)[O-])c2)sc2ccccc21
-0.34,-0.03,-72.7,Cc1cc(C(F)F)n2nc(C(=O)NCc3ccccc3F)nc2n1
0.06,-0.48,.,CC(=O)Cn1c(CN2CC(C)CC(C)C2)nc2c1c(=O)n(C)c(=O)n2C (stereo not given)
-1.23,-0.67,.,Cc1cc(OC(F)F)ccc1NC(=O)Nc1ccc([N+](=O)[O-])cc1
-0.97,-1.22,3.1,O=C(Cc1ccccc1)Nc1ccc2oc(-c3ccncc3)nc2c1
0.97,0.78,-4.6,Cn1c(=O)c([N+](=O)[O-])c(NCC(O)c2ccccc2)c2ccccc21 (stereo not given)
1.44,0.4,-32.2,c1ccc(-c2cn3c(n2)CCC3)cc1
-0.3,-0.91,2.9,O=C(Nc1ccncc1)c1cc(F)cc(F)c1
-0.12,-0.64,.,Cc1ccc(C(C(=O)NC2CCCCC2)N2CCCC2)cc1 (stereo not given)
-1.44,-0.56,26.7,COc1ccc(/C=C2\CCc3ccccc3C2=O)cc1OC
0.23,0.56,-3.6,Cn1c(CC(=O)Nc2ccc(Cl)c(Cl)c2)nnc1SCC(=O)Nc1nccs1
0.02,-0.63,-41.7,O=C(NCCCN1CCC(Cc2ccccc2)CC1)C1CC(=O)N(C2CCCCCC2)C1 (stereo not given)
-0.36,0.01,20.8,CC(/C=N/NC(=O)Cc1cccs1)=C\c1ccco1
0.1,-0.2,.,Cc1nn(C)c(C(=O)N/N=C/c2cc3c(cc2Br)OCO3)c1Br
0.13,0.06,-9.5,O=C(Nc1cccc(Cl)c1)OCCN1CCN(Cc2ccccc2)CCC1=O
0.56,-0.24,0.0,COc1ccc(NC(=O)CN2CCC(NC(=O)C3CCCCC3)CC2)cc1
.,.,23.5,C=CCNC(=O)c1ccccc1NC(=O)c1ccccc1N(C)S(C)(=O)=O
-0.56,-0.79,.,COc1ccc(OC)c(NC(=O)c2cccnc2Sc2cc(C)ccc2C)c1
-0.26,-0.27,-40.0,CSc1cccc(NC(=O)CN(c2cc(C)ccc2C)S(C)(=O)=O)c1
0.49,0.26,.,Cc1cccc(-n2c(Cc3cc(=O)[nH]c(=O)[nH]3)nnc2SCC(=O)NCC2CCCO2)c1 (stereo not given)
.,.,-83.3,Cc1ccc(S(=O)(=O)NN2C(=O)c3ccccc3NC2c2ccccn2)cc1 (stereo not given)
-1.92,-1.61,.,N#CC(C#N)=C1C=CC=CN1/C(=C\c1ccco1)C(=O)c1ccc(-c2ccccc2)cc1
0.24,-0.06,.,COc1ccc(/C=C\C(=O)Oc2cccc(/C=N/NC(=O)Cc3ccc(OC)c(OC)c3)c2)cc1
.,.,-11.8,COc1ccc(NC(=O)c2cccc([N+](=O)[O-])c2)cc1
-1.08,-0.29,-9.4,Cc1ccc(NC(=O)CSc2nnc(-c3cccnc3)s2)cc1
-1.17,-1.46,.,COc1ccc2c(C)cc(Sc3nnnn3-c3ccccc3)nc2c1
1.64,2.02,38.5,COc1ccc(Br)cc1S(=O)(=O)N1CCCC1
.,.,16.7,Cn1nnnc1SC(C(=O)Nc1ccc(F)cc1)c1ccccc1 (stereo not given)
-0.1,-0.05,-28.6,Cn1c(=O)c(-c2ccccc2N)nc2ccccc21
0.62,-0.2,.,O=C(c1ccccc1)N1CCN(c2ccc(Cl)cc2)CC1
.,.,-6.7,CCC(C)C(NC(=O)OC(C)(C)C)C(=O)NC(C)C(N)=O (stereo not given)
0.13,-0.59,-25.9,Cc1nn(CCCC(=O)NCc2ccc(F)cc2)c(C)c1[N+](=O)[O-]
-0.83,-1.11,15.6,CCS(=O)(=O)c1ccc2oc(Nc3ccccc3C)nc2c1
-0.18,0.4,10.0,COC(=O)[C@H](Cc1ccccc1)NC(=O)[C@@]1(C)C[C@@H]1[C@@H](NC(=O)OCc1ccccc1)c1ccccc1
1.63,1.56,31.0,CCc1nc(SCc2ccc(F)cc2)[nH]c(=O)c1C#N
.,.,-7.1,O=C(NNC(=O)C12CC3CC(CC(C3)C1)C2)[C@@H]1C[C@H]1c1ccccc1
.,.,-36.1,Cc1cccn2c(=O)c3cc(C#N)c(=N)n(Cc4cccnc4)c3nc12
-0.41,0.49,45.0,COc1cc([C@H]2c3[nH]c4ccccc4c3C[C@H]3C(=O)N4[C@@H](c5cc(OC)c(OC)c(OC)c5)c5[nH]c6ccccc6c5C[C@H]4C(=O)N23)cc(OC)c1OC
1.43,1.03,-31.2,CC(=O)n1nc(-c2ccco2)nc1N
-0.61,-1.2,.,CCn1c2ccccc2c2nnc(SCC(=O)N3CC(C)OC(C)C3)nc21 (stereo not given)
-0.93,0.18,-63.3,O=C(O/N=C1/CCSc2ccccc21)c1ccccc1

Next part
sdo1 growth,sdo1 growth Rescue 24 h,INS promoter inh,canonical_smiles
.,.,-104.3,COc1cccc(CNC(=O)CCC2CCCN(Cc3cc4ccccc4o3)C2)c1 (stereo not given)
0.43,-0.12,.,Fc1ccc(C2CC(c3ccccc3)Nc3ncnn32)cc1 (stereo not given)
-0.43,-0.95,33.3,CC(=O)OCC#CCSc1nc2ccccc2n1C
0.06,0.1,11.4,CCOc1ccc(Cc2nn[nH]n2)cc1
.,.,38.1,CCN(CC)c1ccc(NC(=O)C2CC(=O)N(Cc3ccccc3)C2)cc1 (stereo not given)
0.3,0.08,20.0,Cc1ccccc1OCCN1C(=O)NC2(CCc3ccccc32)C1=O (stereo not given)
0.43,0.28,25.0,COc1cc2c(cc1OC)C(C(=O)Nc1ccc3c(c1)OCCO3)C1c3ccccc3CCN1C2=O (stereo not given)
0.78,0.13,12.1,O=C(CSc1nccn1-c1ccc(F)cc1)Nc1ccc2c(c1)OCO2
.,.,-76.9,O=C(Nc1ccccc1N1CCOCC1)c1cccnc1Cl
-1.36,-1.01,.,CN(C)c1ccc([C@@H]2[C@@H]([N+](=O)[O-])[C@H]3C=Cc4ccccc4N3[C@H]2C(=O)c2ccc(Cl)cc2)cc1
-0.07,-0.81,37.1,O=C(Oc1ccc2c(c1)CCC2)N1CCOCC1
0.5,-0.16,-30.0,CC(=O)NC(CCS(C)(=O)=O)C(=O)Nc1c(C)cccc1C (stereo not given)
0.31,0.08,.,O=C(CN1CC(=O)Oc2ccccc21)OCC(=O)c1cccc(Br)c1
-0.89,-0.74,50.0,Cc1ccc(-c2[nH]c3ccccc3c2C(C[N+](=O)[O-])c2ccco2)cc1 (stereo not given)
0.89,0.81,.,O=C(CC1Oc2ccccc2NC1=O)NCCCN1CCCC1=O (stereo not given)
0.58,-0.28,-17.9,CCCn1nnnc1NC(=O)c1ccc(C)cc1Cl
-0.71,-1.35,.,Cc1ccccc1NC1=C(Cl)C(=O)OC1OC(C)C (stereo not given)
0.83,1.02,31.6,CC12CCC(C(=O)Nc3cccnc3)(CC1=O)C2(C)C (stereo not given)
-0.51,-0.31,4.3,CCCCCn1c2nc3ccccc3nc2c2c(=O)n(CC(C)C)cnc21
0.01,-0.66,.,COc1ccc(NC(=O)CSc2nncn2C)cc1OC

Continued (2 carried over from the part before).
sdo1 growth,sdo1 growth Rescue 24 h,INS promoter inh,canonical_smiles
-0.51,-0.31,4.3,CCCCCn1c2nc3ccccc3nc2c2c(=O)n(CC(C)C)cnc21
0.01,-0.66,.,COc1ccc(NC(=O)CSc2nncn2C)cc1OC
.,.,-23.5,CCOC(=O)Cn1cc(C(=O)C(C)(C)C)c2ccccc21
1.04,1.13,31.4,CC(=O)c1cccc(NC(=O)CSCc2ccccc2)c1
-1.04,-1.45,.,CC(C)(C)c1ccc(OCC(=O)N/N=C/c2ccsc2)cc1
1.36,2.39,.,O=C(Cc1c[nH]c2ccccc12)NCc1cccs1
-0.82,-0.04,.,O=C(c1ccco1)N1CCN(S(=O)(=O)c2ccc3c(c2)OCCO3)CC1
1.35,1.48,.,O=C(NCCN1Cc2ccccc2C1=O)c1cccs1
.,.,-57.1,COc1ccc(-n2nnnc2SCC(=O)Nc2ccccc2N2CCOCC2)cc1OC
0.14,0.56,69.2,Cn1nnc2cc(NC(=O)NCc3ccc4c(c3)OCO4)ccc21
-0.4,-0.44,-57.1,CC1=CCC2C(=O)N(CCc3c[nH]c4ccccc34)C(=O)C2C1 (stereo not given)
0.61,-0.19,35.7,COC(=O)c1ccc2c(=O)n(CCCCCC(=O)O)c(=O)[nH]c2c1
-0.39,-0.84,0.0,CCN=C1SC(CC(=O)NCCc2ccc(OC)c(OC)c2)C(=O)N1CC (stereo not given)
-0.19,0.02,.,CCOC(=O)c1cnc(-n2nc(C)cc2C)nc1NC
0.24,-0.03,.,COC(=O)CC1=NN(c2ccc(OC)cc2)C(=O)/C1=C\c1ccc(Cl)cc1
0.34,-0.65,.,CC(C)NC(=O)COC(=O)c1ccc(O)cc1
.,.,-27.0,CS(=O)(=O)N(Cc1nc2sc3c(c2c(=O)[nH]1)CCCC3)C1CCCCC1
0.33,0.15,.,COc1cc(C(=O)COC(=O)Cc2cnc3sccn23)cc(OC)c1OC
0.64,0.44,44.4,O=S1(=O)C=C(Oc2ccc(F)cc2)c2ccccc21
0.83,0.51,0.0,Cc1ccccc1NC(=O)NCCCN1CCCC1
0.26,-0.71,0.0,CCOC(=O)c1nc(N)sc1C(=O)OCC
0.44,0.57,.,C=CCN1CC2CC3(COc4cc(C)cc(C)c4)C=CC2(O3)C1=O (stereo not given)
.,.,-120.0,Cc1cc(C)c2c(CC(=O)NCCc3ccccc3)coc2c1
-1.43,-0.82,-193.8,CS(=O)(=O)N1CCc2cc(-c3csc(NC(=O)Cc4ccccc4)n3)ccc21
.,.,-7.7,Cc1nnsc1Sc1ccccn1

Part of the list above, reformatted.
Below each compound: sdo1 growth, sdo1 growth Rescue 24 h, INS promoter inh
- CCN=C1SC(CC(=O)NCCc2ccc(OC)c(OC)c2)C(=O)N1CC (stereo not given)
  -0.39, -0.84, 0.0
- CCOC(=O)c1cnc(-n2nc(C)cc2C)nc1NC
  -0.19, 0.02, .
- COC(=O)CC1=NN(c2ccc(OC)cc2)C(=O)/C1=C\c1ccc(Cl)cc1
  0.24, -0.03, .
- CC(C)NC(=O)COC(=O)c1ccc(O)cc1
  0.34, -0.65, .
- CS(=O)(=O)N(Cc1nc2sc3c(c2c(=O)[nH]1)CCCC3)C1CCCCC1
  ., ., -27.0
- COc1cc(C(=O)COC(=O)Cc2cnc3sccn23)cc(OC)c1OC
  0.33, 0.15, .
- O=S1(=O)C=C(Oc2ccc(F)cc2)c2ccccc21
  0.64, 0.44, 44.4
- Cc1ccccc1NC(=O)NCCCN1CCCC1
  0.83, 0.51, 0.0
- CCOC(=O)c1nc(N)sc1C(=O)OCC
  0.26, -0.71, 0.0
- C=CCN1CC2CC3(COc4cc(C)cc(C)c4)C=CC2(O3)C1=O (stereo not given)
  0.44, 0.57, .
- Cc1cc(C)c2c(CC(=O)NCCc3ccccc3)coc2c1
  ., ., -120.0
- CS(=O)(=O)N1CCc2cc(-c3csc(NC(=O)Cc4ccccc4)n3)ccc21
  -1.43, -0.82, -193.8
